Screens (PubChem)
ABCB6 inh MLPCN = human ABCB6 transporter inhibition; Q9NP58; K562-ABCB6 porphyrin accumulation, flow cytometry, 1 h; hits give low values; fluorescence ratio to DMSO, % at 10 µM; 360,000 compounds, 0.19% hits; AID 602162;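 active means fluorescence ratio to DMSO below 75%, the collection mean minus 3 SD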;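 further: signal is porphyrin accumulated inside mitochondria; 100% equals median channel fluorescence of DMSO control wells; lower ratio means ABCB6 inhibition with less porphyrin fluorescence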
MC4R antag cAMP = antagonists of human melanocortin 4 receptor (MC4R) | MC4R-expressing cells, MTII-stimulated cAMP, LANCE TR-FRET | inhibition, % at 6.5 µM | 360,000 compounds, 0.48% hits | P32245;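 active means inhibition above its plate's cutoff, the mean of tested wells on that plate plus 3 SD, cut at about 29% in these data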;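 further: 0% = Melanotan II alone and 100% = Melanotan II plus saturating MCL0020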
Target sequence (P32245 whole entry, looked up): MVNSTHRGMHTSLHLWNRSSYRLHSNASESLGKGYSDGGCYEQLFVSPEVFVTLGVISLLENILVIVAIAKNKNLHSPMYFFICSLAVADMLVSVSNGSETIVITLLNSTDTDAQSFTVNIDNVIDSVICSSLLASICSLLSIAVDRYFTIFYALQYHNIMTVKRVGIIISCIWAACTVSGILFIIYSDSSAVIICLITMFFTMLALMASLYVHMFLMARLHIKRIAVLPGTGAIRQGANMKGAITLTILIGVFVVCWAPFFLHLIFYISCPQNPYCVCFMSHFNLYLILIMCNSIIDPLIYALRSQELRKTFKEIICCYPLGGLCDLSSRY
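Assay system: U2OS cells stably expressing human melanocortin 4 receptor (MC4R) / Dosing: 6.5 µM / Timing: compound 30 min, challenge 1 h, detection 1 h / Measured by: Eu-cAMP/anti-cAMP TR-FRET, emission 671 nm / Replicates: singlicate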
TLR9-MyD88 block = TLR9-MyD88 interaction inhibition; Q9NR96+Q99836; CHO BLA complementation TLR9-MyD88, CCF4 FRET ratio; inhibition, % at 4.98 µM; 340,000 compounds, 0.21% hits;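 active means inhibition above the mean over all tested compounds plus 3 SD, cut at about 21% in these data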;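 further: 0% = DMSO only wells and 100% = clavulanate BLA inhibitor control wells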
Glyco luc inh = blocks N-linked glycosylation in D54 reporter cells | D54 ERlucT glycosylation luciferase reporter, 24 h; percent of 100 nM tunicamycin response | reporter increase, % at 12.5 µM | 360,000 compounds, 0.23% hits | AID 588692;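 active means mean luciferase reporter signal, scaled so untreated is 0 and the glycosylation-blocking control 100, at or above a set limit in every replicate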;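 further: luciferase carries N-glycosylation sites so blocking glycosylation raises the light; 0% = median of neutral control wells and 100% = median of 100 nM tunicamycin wells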
MC4R ag barr = activates human MC4R beta-arrestin recruitment; P32245; activation, % at 8.9 µM; U2OS MC4R beta-arrestin complementation, luminescence; percent of melanotan II response, DMSO zero; 360,000 compounds, 0.98% hits;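 active means activation above a per-plate cutoff, the mean activation of sample wells on that plate plus 3 SD, cut at about 8% in these data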
NOD2 RIPK2 PPI = blocks binding of human NOD2 to RIPK2 | O43353 | CHO BLA complementation NOD2-RIPK2, CCF4 ratio | inhibition, % at 4.98 µM | 360,000 compounds, 0.38% hits | AID 624267; in the data active means inhibition above about 21%;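 further: 0% = vehicle only and 100% = reference blocker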
Target sequence (O43353 whole entry, looked up): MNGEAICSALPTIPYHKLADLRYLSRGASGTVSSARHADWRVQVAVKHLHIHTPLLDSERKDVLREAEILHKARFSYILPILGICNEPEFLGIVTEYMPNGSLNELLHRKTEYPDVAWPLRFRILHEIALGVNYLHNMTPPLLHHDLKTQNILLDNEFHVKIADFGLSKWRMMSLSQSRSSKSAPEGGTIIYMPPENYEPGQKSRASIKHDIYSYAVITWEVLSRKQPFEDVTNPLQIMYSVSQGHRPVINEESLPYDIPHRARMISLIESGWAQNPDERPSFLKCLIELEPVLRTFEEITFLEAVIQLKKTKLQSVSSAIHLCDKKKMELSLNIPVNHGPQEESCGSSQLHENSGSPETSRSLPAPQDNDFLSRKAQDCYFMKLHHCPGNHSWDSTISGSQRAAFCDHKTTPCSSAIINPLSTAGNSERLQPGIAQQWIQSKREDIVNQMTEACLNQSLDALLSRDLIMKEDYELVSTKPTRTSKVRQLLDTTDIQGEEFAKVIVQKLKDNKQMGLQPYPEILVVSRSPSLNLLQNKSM
ABHD5-PLIN5 inh = blocks binding of human ABHD5 to perilipin-5 | inhibition, % at 4 µM | Q00G26+Q8WTS1 | AID 602281 | 360,000 compounds, 0.78% hits | Split G. princeps luciferase complementation, luminescence, 4 h;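 active means inhibition above the mean inhibition across every tested compound plus 3 SD, cut at about 22% in these data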;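 further: 0% = DMSO only wells and the 100% control is not disclosed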
Cardio protect = modulators protecting cardiomyocytes from myocardial damage. H9c2 cardiomyocytes, H2O2 injury protection, ATPLite, 2 h. protection from H2O2 cell death, % at 20 µM. 360,000 compounds, 0.63% hits;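 active means compounds giving at least 50% protection of heart cells from peroxide-induced death in the single-dose screen, raw or plate-pattern-corrected value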;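 further: 0% = DMSO wells with peroxide and 100% = DMSO wells without peroxide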
SRC2 inh = human SRC2 (NCOA2) inhibition; Q15596; inhibition, % at 9 µM; 370,000 compounds, 0.17% hits; HEK293 GAL4-SRC2 luciferase reporter, luminescence;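 active means inhibition above the mean inhibition of all tested compounds plus 3 SD, set per campaign, cut at about 52% in these data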;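 further: 0% = DMSO treated cells and 100% = cells given Gossypol at 36 µM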
HTR2A ag = mouse HTR2A agonism via beta-arrestin recruitment. P35363. CHO-K1 mHTR2A beta-arrestin complementation, luminescence; percent of 30 µM serotonin response. activation, % at 7.6 µM. 360,000 compounds, 0.66% hits;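 active means activation above a run cutoff, the mean activation of all tested compounds plus 3 SD, cut at about 14% in these data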;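 further: 0% = plate median of compound wells and 100% = 30 µM serotonin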
The depositor's hits bear a star; nt = no result given.

Compound	ABCB6 inh MLPCN	MC4R antag cAMP	TLR9-MyD88 block	Glyco luc inh	MC4R ag barr	NOD2 RIPK2 PPI	ABHD5-PLIN5 inh	Cardio protect	SRC2 inh	HTR2A ag
Fc1ccc(C2CC(c3ccco3)n3ncnc3N2)cc1 (stereo not given)	98	-1	-8	1	1.2	-2	-3	7	-3	1
Cc1nn(CCC(=O)NNC(=S)Nc2cccc(Cl)c2)c(C)c1[N+](=O)[O-]	92	6	6	4	-1.8	-10	-3	2	1	-1
COc1cccc(N(CC(=O)NC2CCCCC2)C(=O)Cn2nnc(-c3ccc(C)o3)n2)c1	96	2	3	-2	1.9	-12	1	-5	-4	2
CN(C)[C@@H]1CCC[C@@H]1OC(=O)C(c1ccccc1)c1ccccc1	101	-7	2	0	2.0	1	12	4	-6	-5
CC1CCCCC1NC(=O)C1CCC(CNS(=O)(=O)c2cccc3cccnc23)CC1 (stereo not given)	96	6	-2	-4	-2.2	-3	-2	2	-12	4
Cc1cc(C)cc(N(CCC(=O)Nc2nnc(C3CC3)s2)S(=O)(=O)c2ccc(Cl)cc2)c1	93	0	13	17	1.9	-10	4	-5	7	8
CC(C)(C)c1ccc(C(CC(=O)O)NS(=O)(=O)Cc2ccccc2)cc1 (stereo not given)	97	-5	-6	0	-0.4	-12	2	7	-10	-7
CCOc1ccc(S(=O)(=O)N2CCCCC2)cc1NC(=O)C1CCC1	101	-3	-8	0	-0.5	5	9	5	4	8
Cc1ccc(-c2nn(C)c(=O)c3ccccc23)cc1CNC(=O)c1ccccc1	97	-5	nt	-2	-0.4	-5	6	1	3	-11
Cc1cccc(C(=O)NCc2ccc(S(N)(=O)=O)cc2)c1[N+](=O)[O-]	97	-3	6	-1	-1.6	-2	-2	-3	-35	4
O=C(COC(=O)c1ccccc1Br)NCc1ccccc1	98	-3	-4	1	0.1	-5	-2	3	-4	-2
CCOC(=O)C1CCCN(C(=O)c2cc3ccccc3oc2=O)C1 (stereo not given)	106	14	-12	0	0.8	-12	-7	7	0	-1
CC(C)CC(=O)C1=C(O)C(=O)N(Cc2ccccc2)C1c1ccccc1 (stereo not given)	99	6	10	-1	0.9	12	-3	-6	18	-1
COc1cc(C2C3=C(CC(C)(C)CC3=O)OC(N)=C2[N+](=O)[O-])ccc1O (stereo not given)	100	13	3	3	-3.4	2	-7	4	4	-5
COc1cc(SC)ccc1C(=O)Nc1ccc2c(c1)CCN2S(C)(=O)=O	101	3	11	4	1.8	0	0	3	-4	-1
O=C(Nc1ccc2nc(-c3cccnc3)[nH]c2c1)C1CCCCC1	95	11	6	-1	0.8	-12	3	-20	-8	-4
C=CCn1c(COc2ccc(OC)cc2)nnc1SCn1nnc2ccccc2c1=O	100	2	-11	-3	-1.6	-3	-3	2	-16	0
Cc1cc(C)cc(CC2CC(=O)N(c3ccc([N+](=O)[O-])cc3)C2=O)c1 (stereo not given)	99	-2	4	3	1.7	-4	2	-8	10	6
COc1ccccc1CNC(=O)Cn1cccc1C(=O)c1ccccc1C	102	25	-6	-2	-0.7	-11	-14	-7	-39	-2
Cc1ccc(-c2nc3[nH]c(=O)cc(NC(=O)C(C)C)n3n2)cc1	96	-1	0	6	-2.8	-3	-6	-3	-9	2
COc1ccc(CN=C2NC(=O)CC(C(=O)Nc3ccc(F)cc3)S2)cc1 (stereo not given)	100	15	-5	-3	-0.8	0	6	1	-20	0
CCOC(=O)c1cnn(-c2ccccc2)c1NC(=O)CN1CCOCC1	97	4	-7	3	2.2	-6	11	-1	-5	-5
Cn1c(-c2ccc3c(c2)OCO3)cnc1NCc1ccccc1Cl	92	11	-15	3	-0.8	-5	-10	-1	-32	-3
O=C(Nc1ccccc1)N1C(=O)C2(OCCO2)c2ccccc21	105	-1	-5	4	-0.5	-13	7	-4	-4	4
Cc1ccc(NC(=O)COc2cccc3ccc(C)nc23)c(Br)c1	88	-2	-1	0	-1.1	-4	-9	-5	7	4
O=C(CN1C(=O)CC(c2ccco2)Sc2ccccc21)Nc1ccccc1F (stereo not given)	102	12	2	-4	-1.5	3	11	34	4	-6
CC(C)(C)OC(=O)C[C@@H]1C/C=C\C[C@H](CC(=O)N[C@H](CO)Cc2ccccc2)C(=O)N[C@H](C(C)(C)C)COC1=O	106	9	0	1	-0.6	7	3	4	-10	-1
CC1C=CC(C)C(C(=O)c2ccccc2)C1C(=O)c1ccccc1 (stereo not given)	102	2	3	-5	-0.8	30*	-8	-8	11	0
COc1ccc(CN2CCNC(=O)C2CC(=O)NCc2csc(C)n2)c(F)c1 (stereo not given)	100	13	-1	0	-2.0	-2	-7	5	-4	2
C=CCC[C@H](Cc1ccc(F)cc1)C(=O)OC[C@H](Cc1c[nH]c2ccccc12)NC(=O)[C@H](CC=C)CC(=O)N[C@H](CO)Cc1ccccc1	102	19	-4	-3	11*	-6	-7	0	-52	-2
c1ccc(OCCSc2ncnc3nc[nH]c23)cc1	99	-6	4	0	-0.3	-18	-1	-2	-19	2
CC(C)(C)NC(=O)COC(=O)CNC(=O)c1cc(Cl)cc([N+](=O)[O-])c1	102	19	6	1	-0.6	-6	4	0	-11	2
Cc1c(N=Cc2cc(Br)cc(Br)c2O)cccc1C(=O)O	102	-1	16	1	-1.7	-8	4	62*	-5	3
CC(=O)Nc1cccc(NS(=O)(=O)c2c(C)noc2C)c1	97	5	0	0	-4.0	7	-5	6	-3	5
COc1ccc(CCOC(=O)c2ccc(NC(=O)CC#N)cc2)cc1	93	6	2	-1	-3.0	1	-2	2	1	-1
COC(=O)C1=C(N)OC2=C(C(=O)CCC2)C1c1ccccc1OC (stereo not given)	95	5	3	1	-2.0	1	9	14	-13	-2
COC(=O)Cc1c(OC)ccn(CCc2c[nH]c3ccccc23)c1=O	101	19	-4	-1	-0.8	-10	4	-13	-22	0
COc1ccc(N(C(=O)c2cnccn2)C(C(=O)NC2CCCCC2)c2ccc(Cl)cc2)cc1 (stereo not given)	98	2	3	2	0.9	-4	6	-7	-20	5
Cc1cc(C)cc(NC(=S)N2CCC(NC(=O)c3ccco3)CC2)c1	95	6	2	0	-0.6	-5	-3	2	-9	0
COCCNC(=S)N(CCCN(C)C)Cc1cc2cc3c(cc2[nH]c1=O)OCCO3	99	5	-3	3	-0.1	7	3	8	-4	-8
NC(=O)CSc1nnnn1-c1ccc(OC(F)(F)F)cc1	101	15	2	4	-0.1	-2	-4	0	9	-2
COc1ccccc1NC(=O)c1oc2ccccc2c1NC(=O)C1CC1	96	13	-11	-6	10*	-14	-5	-3	13	5
COc1cccc(-c2csc(Nc3ccc(Oc4ccccc4)cc3)n2)c1	99	nt	nt	-3	nt	-12	-17	-6	10	-10
Cc1ccc(Nc2nc(NCCO)c3ccccc3n2)cc1C	99	-1	-4	-14	2.6	16	9	-18	11	-2
CSCCC(C(=O)NC1CCCC1)n1c(C2CC2)nc2ccccc21 (stereo not given)	nt	nt	nt	nt	nt	-11	-6	nt	-6	-5
COc1ccc(Cl)cc1CN1CCN(c2nc(C)cc(C)c2C#N)CC1	102	-6	-11	1	2.0	-1	-9	-3	16	-3
COc1ccc(CNC(=O)C(c2ccco2)N(C(=O)c2snc(C(N)=O)c2N)c2ccccc2OC)cc1 (stereo not given)	95	13	7	-4	-1.2	-6	10	4	4	-4
O=C(Oc1ccc(OC(=O)c2ccco2)c(S(=O)(=O)c2ccc(Br)cc2)c1)c1ccco1	102	4	3	2	-1.3	0	4	-3	nt	1
COc1ccc(Cn2ccnc2SCC(=O)Nc2nnc(C)s2)cc1	99	3	-4	4	-2.5	-8	-4	1	3	3
COc1ccccc1C1=NOC(C)(c2nnc(Cc3ccccc3)o2)C1 (stereo not given)	106	8	2	3	0.3	2	-8	2	9	0
Cc1ccccc1N1C(=O)C(Oc2ccc(Cl)cc2)C1CNCC1CCCO1 (stereo not given)	97	10	-4	0	-1.6	1	10	3	-2	-2
COc1cc(C(=O)NCCc2cn3ccccc3n2)cc(OC)c1OC	96	-3	2	1	0.1	-1	4	26	-33	-6
COc1cccc(CC(=O)NC2CCSc3ccccc32)c1 (stereo not given)	98	-5	-3	-4	1.2	-9	0	1	-11	5
CC(=O)c1c(COC(=O)c2ccc(Cl)cc2)nc2ccccc2[n+]1[O-]	97	-3	0	0	2.0	-8	11	-6	-10	4
O=C1CCCN1C(=O)CSc1nnnn1-c1cccc(F)c1	98	2	-8	-1	-1.4	0	-3	1	-20	-3
COC(=O)c1ccccc1NC(=O)c1ccc(NC(=O)C2CCCO2)cc1 (stereo not given)	101	4	4	0	0.4	4	10	7	-10	0

Just MC4R antag cAMP, ABHD5-PLIN5 inh and NOD2 RIPK2 PPI, for two of the compounds above:
canonical_smiles | MC4R antag cAMP | ABHD5-PLIN5 inh | NOD2 RIPK2 PPI
COc1ccc(Cn2ccnc2SCC(=O)Nc2nnc(C)s2)cc1 | 3 | -4 | -8
COc1ccccc1C1=NOC(C)(c2nnc(Cc3ccccc3)o2)C1 (stereo not given) | 8 | -8 | 2

More entries.
Compound	ABCB6 inh MLPCN	MC4R antag cAMP	TLR9-MyD88 block	Glyco luc inh	MC4R ag barr	NOD2 RIPK2 PPI	ABHD5-PLIN5 inh	Cardio protect	SRC2 inh	HTR2A ag
C=CCN1C(=O)C2C(C(=O)NC3CCCC3)C3(C)C=CC2(O3)C1C(=O)NC1CCCC1 (stereo not given)	92	4	2	0	-2.2	-14	3	-1	8	1
CCOC(=O)N1CCC(NC(=O)CCc2c(C)nc3c(c(C)nn3-c3ccccc3)c2C)CC1	92	-5	3	1	2.6	-15	8	1	-18	2
CN(C(=O)c1ccc(Br)o1)C1(C)CCS(=O)(=O)C1 (stereo not given)	95	5	5	2	-3.8	-1	-5	2	-8	-1
C[C@@H]1CNC(=O)c2c(C(=O)N[C@H](C)c3ccccc3)ncn21	96	1	-7	0	-1.7	-2	3	-1	-8	5
C=CCn1c(SCC(=O)Nc2cc(C)on2)nnc1C1COc2ccccc2O1 (stereo not given)	99	16	1	2	-2.0	3	3	1	-9	-1
CC(CCc1ccc(O)cc1)NCc1ccc(Cl)cc1Cl (stereo not given)	103	-5	-6	0	2.1	-10	9	-12	19	2
CSc1ccc(CNCC2CCCO2)cc1 (stereo not given)	95	4	-9	0	0.4	1	-8	10	3	-2
COc1cccc(CNC(=O)c2cc(=O)[nH]c3ccc(S(=O)(=O)N4CCOCC4)cc23)c1	96	19	8	2	-1.9	-4	-1	1	0	-9
COc1cc(CN2C[C@@H](CO)O[C@@H](n3cnc4c(NCCCO)ncnc43)C2)cc(OC)c1OC	100	9	nt	2	-3.4	-3	-2	8	-13	-2
COc1cc([N+](=O)[O-])ccc1NC(=O)CCCOc1ccc(C)cc1	98	14	2	1	-0.1	-6	-3	-17	-11	-2

These rows are one share of the data; rates above refer to the full screens.
